Assay outcomes as filed in PubChem BioAssay.
BRCA1 expr act: activators of BRCA1 expression | AID 624202 | Potency, µM (series often up to 46.1 µM), for inactives: at the top dose activation, actives largely listed as activators | MCF7-BRCA1-FFLuc reporter, luminescence, 48 h; response scale: scaled: vehicle 0%, 10 µM genistein 100% | actives 1.1% (n = 380,000); also: nearly all actives have a fitted effect of over 80% in size; some results filed as inactive show a strong effect at the top dose
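MCF7 cells carrying a BRCA1-firefly luciferase reporter (2000 cells/well, phenol-red free MEM) were attached for 2 h at 37 °C, then given compounds for 48 h. Luminescence was read 15 min after luciferase reagent; activity normalized to genistein (10 microM) and DMSO.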
NPC1 promoter act: activates the NPC1 promoter; AID 485313; actives 2.4% (n = 320,000); Potency, µM (series often up to 9.22 µM), without a hit: at the top dose activation, most hits filed as activators; Huh7 NPC1 promoter luciferase reporter, 24 h;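 also: % of control where 0% means no effect; nearly all actives have a fitted effect of over 60% in size; reporter is driven by a mutant NPC1 promoter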
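Huh7 reporter cells (NPC1 promoter driving luciferase) are dosed with compound for 24 h at 37 °C, 5% CO2; luciferase detection reagent is then added and luminescence measured after 10 min at ambient temperature.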
FLuc modulator: inhibits or activates purified firefly luciferase, miR-21 counter-screen; P08659; purified FLuc, Km substrates, luminescence inhibition; Potency, µM (series often up to 57.5 µM), for the others: at the highest dose activity change, negative = inhibition, actives largely listed as inhibitors; actives 6.9% (n = 360,000); AID 588342;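 also: plate controls were vehicle for no effect and reference inhibitor for full effect; nearly all actives have a fitted effect of over 55% in size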
Target sequence (P08659 whole entry, looked up): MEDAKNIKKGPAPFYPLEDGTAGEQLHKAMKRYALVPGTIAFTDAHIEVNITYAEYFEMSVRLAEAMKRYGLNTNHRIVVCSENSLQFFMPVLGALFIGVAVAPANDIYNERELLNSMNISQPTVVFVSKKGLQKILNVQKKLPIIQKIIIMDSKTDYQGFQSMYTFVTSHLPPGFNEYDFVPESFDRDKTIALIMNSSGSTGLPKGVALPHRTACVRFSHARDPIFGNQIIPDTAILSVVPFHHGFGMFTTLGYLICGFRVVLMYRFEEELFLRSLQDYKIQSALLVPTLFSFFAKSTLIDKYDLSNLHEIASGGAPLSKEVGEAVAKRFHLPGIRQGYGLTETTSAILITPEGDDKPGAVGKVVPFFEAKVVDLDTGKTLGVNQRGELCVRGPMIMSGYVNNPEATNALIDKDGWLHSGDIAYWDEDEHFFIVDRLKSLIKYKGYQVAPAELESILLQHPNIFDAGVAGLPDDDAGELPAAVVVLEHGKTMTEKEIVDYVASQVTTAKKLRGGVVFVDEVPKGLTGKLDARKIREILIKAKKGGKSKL
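Biochemical qHTS of compounds, final roughly 60 µM downward over six points, against 10 nM purified firefly luciferase using Km concentrations of substrates (10 uM D-luciferin, 10 uM ATP) in Tris acetate pH 7.5 buffer; luminescence output.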
MBNL1-CUG inh: blocks human MBNL1 binding to CUG repeat RNA | Potency, µM (doses to about 57.5 µM), without a hit: top-dose activity change, negative = inhibition, most hits filed as inhibitors | TR-FRET MBNL1-His/biotin-(CUG)12 binding, 665/545 ratio | actives 0.036% (n = 280,000) | Q9NR56 | AID 2675; active = well fitted inhibition curve with a large enough effect in the signal ratio, with a control signal flat, not every such curve was filed as active; inconclusive = small, poorly fitted or top-dose-only effect, or effect the other way, or a change in a side signal; inactive = no such curve, though single readings can be large or run the other way; the % refers to the signal ratio; also: % is scaled to controls: 0 for no effect and ±100 for the full control effect
Target sequence (Q9NR56 whole entry, looked up): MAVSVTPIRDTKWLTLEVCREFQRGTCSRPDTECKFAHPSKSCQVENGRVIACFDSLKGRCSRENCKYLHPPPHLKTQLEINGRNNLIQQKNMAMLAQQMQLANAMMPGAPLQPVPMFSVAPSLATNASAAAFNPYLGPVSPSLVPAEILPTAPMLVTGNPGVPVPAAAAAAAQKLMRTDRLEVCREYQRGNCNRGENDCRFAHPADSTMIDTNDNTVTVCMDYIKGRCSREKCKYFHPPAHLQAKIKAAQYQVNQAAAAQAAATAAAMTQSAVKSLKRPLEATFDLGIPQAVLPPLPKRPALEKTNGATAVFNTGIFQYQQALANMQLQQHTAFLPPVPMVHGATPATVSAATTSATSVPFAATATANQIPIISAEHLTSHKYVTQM
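Ratiometric TR-FRET (665 over 545 nm, excitation 340 nm) tracks disruption of MBNL1-His/biotin-(CUG)12 complex after 60 min at room temperature, with compounds at 92 nM to 58 uM final.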
Rab9 prom act: Rab9 promoter activation; Huh7 Rab9 promoter-luciferase reporter, luminescence, 24 h; Potency, µM (series often up to 9.22 µM), without a hit: top-dose activation, negative = inhibition, actives largely listed as activators; actives 2.8% (n = 320,000); also: % of control where 0% means no effect; nearly all actives have a fitted effect of over 60% in size
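Luminescence from Amplite-detected luciferase (10 minutes, ambient) reports Rab9 promoter activation. Before that, stable Rab9-luciferase Huh7 cells (1500/well, reduced-serum OP-MEM I plus 10% FBS) were exposed to compound for 24 hours at 37C.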
VP16 counter: inhibits Gal4-VP16 luciferase reporter, ROR gamma counter-screen. Drosophila S2 Gal4-VP16 UAS-luciferase, luminescence, 20 h. Potency, µM (top dose mostly 53.6 µM), for inactives: at the top dose activity, negative = inhibition, usual class: inhibitors. actives 3.5% (n = 310,000). AID 2546;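 also: Gal4-VP16 expression switched on by copper sulfate through the metallothionein promoter; % is scaled to controls: 0 for no effect and ±100 for the full control effect; nearly all actives have a fitted effect of over 50% in size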
ELG1 genotoxic: induces genotoxicity in HEK293T cells with luciferase-tagged ELG1; Potency, µM (titrated, usually from 46 µM), without a hit: at the top dose activity change, positive = activation, usual class: activators; HEK293T ELG1-luciferase reporter, luminescence, 16 h; actives 1.3% (n = 330,000); also: % of control where 0% means no effect; nearly all actives have a fitted effect of over 60% in size
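After overnight (16 hr) compound treatment at 37 °C, ELG1-luciferase HEK293T cells were lysed with ONE-Glo; luminescence quantified 30 min later at room temperature.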
RORgamma inh: inhibitors of mouse ROR gamma transcriptional activity; P51450; Drosophila S2 Gal4-RORgamma UAS-luciferase reporter, 20 h; Potency, µM (highest dose often 53.6 µM), without a hit: top-dose activity change, negative = inhibition, hits mostly inhibitors; actives 5.4% (n = 310,000); also: % is scaled to controls: 0 for no effect and ±100 for the full control effect; nearly all actives have a fitted effect of over 60% in size
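A Gal4/UAS one-hybrid system in insect cells: metallothionein-promoter Gal4–ROR gamma fusion plus Photinus luciferase reporter. Copper sulfate 700 uM final, 20 hr ambient incubation, luminescent detection after 10 min with reagent.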
uPA surface inh: blocks generation of uPA at the cell surface. AID 540303. Potency, µM (titrated, usually from 38.3 µM), inactives show top-dose activity change, negative = inhibition, most hits filed as inhibitors. cell surface uPA generation assay, qHTS. actives 0.31% (n = 330,000); active = well fitted inhibition curve with a large enough effect; inconclusive = small, poorly fitted or top-dose-only effect; inactive = no such curve, though single readings can be large or run the other way; tested in mouse RAW 264.7 cells; also: % is scaled to controls: 0 for no effect and ±100 for the full control effect; nearly all actives have a fitted effect of over 55% in size
p53 reactivator: mutant p53 re-activation in reporter cells; H1299 p53-A138V BP100-luciferase reporter, luminescence, 24 h; Potency, µM (titrated, usually from 92.2 µM), for the others: at the top dose activity change, positive = activation, actives largely listed as activators; actives 0.063% (n = 320,000); AID 504706; also: % of control where 0% means no effect; nearly all actives have a fitted effect of over 45% in size
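H1299 (p53-null), stable ts p53-A138V + BP100-Luc; 1000 cells/well, Opti-MEM/10% FBS; cpd 4 pt, 1:5; 24 h, 37 deg C, 5% CO2; detection reagent 10 min RT; luminescence.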
* = called active by the depositor; ? = inconclusive; nt = not tested or not shown; & = joins results of further samples; [ ] = another dose, or the depositor's remark. Unless noted, calls follow the shape of the dose curve; as a rule, active = well fitted curve in the direction sought with a large enough effect; inconclusive = small, poorly fitted or top-dose-only effect, or another doubt; inactive = no such curve, though single readings can be large; an effect the other way counts as inactive or inconclusive. Potency is read from the fitted curve at half-maximal effect. An unsorted share of the library. Share with any hit: about 13%.

item	mol	BRCA1 expr act	NPC1 promoter act	FLuc modulator	MBNL1-CUG inh	Rab9 prom act
1	CCOc1ccc(-c2nnc3n2N=C(c2ccc(OC)cc2)CS3)cc1	-46%	-13%	2%	3%	-5%
2	CC1CCCCC1n1c(=S)[nH]c2ccccc2c1=O (stereo not drawn)	-31%	-3%	1%	7%	2%
3	NC(=S)N/N=C/c1ccc(-c2ccc([N+](=O)[O-])cc2)o1	-25%	1%	?	?	15%
4	c1ccc(CN2CCN(Cc3cn4cccnc4n3)CC2)cc1	-14%	-7%	-2%	-3%	-7%
5	C[C@@H]1CN([C@@H](C)CO)C(=O)c2cc(NS(=O)(=O)c3ccc(Cl)cc3)ccc2O[C@H]1CN(C)Cc1ccncc1	-28%	nt	nt	nt	nt
6	CCNC(=S)N/N=C(\C)c1ccc(N2CCOCC2)cc1	10%	-2%	-2%	7%	-3%
7	CC1=CC(c2ccccc2)=Nc2ccc(C)cc2N1	7.1µM*	3.5µM*	6.7µM*	-5%	4µM*
8	N#Cc1c(-c2ccccc2)nc(SCc2ccc(Cl)cc2)[nH]c1=O	-5%	-4%	3%	2%	-4%

item	VP16 counter	ELG1 genotoxic	RORgamma inh	uPA surface inh	p53 reactivator
1	2%	8%	-21%	-4%	-2%
2	-14%	-6%	?	nt	-6%
3	?	1%	7.1µM*	-7%	0%
4	-12%	2%	-4%	2%	6%
5	nt	-3%	nt	-15%	2%
6	3.5µM*	0%	2.5µM*	-2%	-1%
7	-27%	12µM*	-43%	?	?
8	-11%	-4%	-5%	-1%	-4%

New compounds follow
item	mol	BRCA1 expr act	NPC1 promoter act	FLuc modulator	MBNL1-CUG inh	Rab9 prom act
9	COCC(=O)N/N=C(\C)CC(=O)NCc1ccco1	-10%	0%	-2%	4%	-6%
10	CCOC(=O)C1=C(C)Nc2nc(C)nn2C1c1ccc(OCC)c(OC)c1 (stereo not drawn)	8%	-8%	-3%	1%	0%
11	Cc1ccc(NC(=O)c2ccc(Cl)c(N3C(=O)C=CC3=O)c2)cc1	-60%	-12%	9.5µM*	-1%	-6%
12	CCOc1ccc(Cl)cc1S(=O)(=O)N1CCC(C(=O)N2CCCC2)CC1	-14%	-2%	3%	-1%	0%
13	COc1ccc(NC(=O)c2oc3ccccc3c2CSC)cn1	9%	0%	?	-1%	3%
14	CC1(C(=O)NCC2CC2)C=CC2(CCCCC2)N1C(=O)c1ccccc1 (stereo not drawn)	17%	16%	?	0%	27%
15	Cc1ccc(NC(=O)CSc2nnc(Cc3cccn3C)n2-c2ccc(F)cc2)cc1	0%	-1%	0%	1%	-1%
16	O=C(C1CCN(S(=O)(=O)c2ccccc2)CC1)N1CCN(c2ccccc2F)CC1	6%	-1%	-1%	nt	0%

item	VP16 counter	ELG1 genotoxic	RORgamma inh	uPA surface inh	p53 reactivator
9	3%[10 µM]	-6%	15%	5%	1%
10	-6%	-1%	-21%	-1%	2%
11	3.2µM*	7%	7.9µM*	-4%	-10%
12	3%	-1%	-9%	0%	-3%
13	25%	0%	28%	3%	14%
14	-12%&19%	11%	13%&41%	1%	17%
15	5%	0%	?	0%	-1%
16	nt	-1%	nt	-15%	1%

Next structures follow.
item	mol	BRCA1 expr act	NPC1 promoter act	FLuc modulator	MBNL1-CUG inh	Rab9 prom act
17	CC(=O)c1ccc(S(=O)(=O)N(C)CC(=O)NCc2ccco2)cc1	34%	5%	nt	nt	18%
18	Clc1ccc(C2NCCc3sccc32)cc1 (stereo not drawn)	-4%	-6%	0%	-2%	-6%
19	COc1ccc(N2C(=O)CC(C#N)=C2N)cc1	-40%	-2%	-3%	7%	1%
20	CC(C)c1ccc(OCc2nc(-c3ccccn3)no2)c(Br)c1	?	0.4µM*	0.95µM*	4%	0.45µM*
21	CCN(Cc1ccccc1)S(=O)(=O)c1c(C)n(C)c(=O)n(C)c1=O	-16%	-6%	3%	nt	-1%
22	O=c1ncn(-c2ccc(F)cc2)c2ncccc12	2%	1%	0%	4%	-3%
23	CCOc1ccc(-c2nc(C)c(C(C)=O)n2O)cc1	27%	28%	6.7µM*	0%	?
24	CC(=O)N(Cc1ccccc1)c1ccc(C(=O)O)cc1	2%	1%	0%	9%	-10%

item	VP16 counter	ELG1 genotoxic	RORgamma inh	uPA surface inh	p53 reactivator
17	nt	7%	nt	0%	?
18	-18%[10 µM]	-11%	0%	0%	-3%
19	3%	1%	?	3%	-1%
20	-27%	?	-42%	-2%	51%
21	nt	4%	nt	-5%	-5%
22	6%	4%	0%	-2%	6%
23	25µM*	?	18%	nt	19%
24	3%	0%	-14%	5%	1%

Later entries
item	mol	BRCA1 expr act	NPC1 promoter act	FLuc modulator	MBNL1-CUG inh	Rab9 prom act
25	CCOc1ccc(C(O)(CCC(C)C)C(CN2CCOCC2)c2ccccc2)cc1 (stereo not drawn)	-71%	-3%	-1%	-4%	-5%
26	CC(C)[C@H](NC(=O)N1CC(=O)Nc2ccccc21)C(=O)N1CCC(C(=O)O)CC1	0%	-1%	2%	4%	-3%
27	O=S(=O)(c1ccccc1)N1CCC(c2ccccc2)CC1	10%	-3%	1%	nt	1%
28	Cn1c(-c2ccccc2F)cc2onc(-c3ccccc3)c2c1=O	32%	0.32µM*	0.54µM*	nt	0.4µM*
29	Cc1ccc(S(=O)(=O)NC(C(=O)N2CCN(S(=O)(=O)c3cccc(F)c3)CC2)C(C)C)cc1 (stereo not drawn)	0%	-2%	-1%	nt	2%
30	Cc1ccc(CNC(=O)CCc2c(C)nn(-c3ccc(N4CCOCC4)nn3)c2C)cc1	16%&6%	-3%	-2%&-1%	1%	-1%
31	NS(=O)(=O)c1ccc(CCNC(=O)c2ccc3ccccc3n2)cc1	?	12%	?	5%	1%
32	CCOC(=O)N1CCN(C(=O)C(CC(C)C)NS(=O)(=O)c2ccc(C)cc2)CC1 (stereo not drawn)	2%	-1%	3%	nt	-2%

item	VP16 counter	ELG1 genotoxic	RORgamma inh	uPA surface inh	p53 reactivator
25	-20%	nt	0%	4%	nt
26	-1%	1%	1%	4%	9%
27	nt	-1%	nt	-11%	-4%
28	nt	0.46µM*	nt	?	8%
29	nt	0%	nt	-1%	0%
30	-9%	0%	-37%	-13%	5%
31	19%	?	1%	nt	0%
32	nt	0%	nt	-12%	5%

The listing continues:
item	mol	BRCA1 expr act	NPC1 promoter act	FLuc modulator	MBNL1-CUG inh	Rab9 prom act
33	NS(=O)(=O)c1ccc(CNC(=O)CNC(=O)c2ccc(Br)o2)cc1	-7%	23%	5%	-5%	?
34	CC(C)(C)OC(=O)C[C@H]1C/C=C\C[C@H](CC(=O)N(CCO)Cc2ccccc2)C(=O)N[C@@H](c2ccccc2)COC1=O	0%	nt	nt	nt	nt
35	O=C(CCCN1C(=O)/C(=C/c2cccc(Br)c2)SC1=S)N1CCOCC1	-12%	-6%	?	-5%	-12%
36	O=C(CNc1ccc2ccccc2c1)N/N=C/c1ccc(OC(=O)/C=C/c2ccco2)cc1	-41%	-1%	-2%	-3%	2%
37	Cc1ccc(NC(=O)c2ccccc2Br)cc1S(=O)(=O)N(C)C	0%	3%	?	-13%	13%
38	Cn1c(=N)c(S(=O)(=O)c2ccc(F)cc2)cc2c(=O)n3ccccc3nc21	1%	-3%	1%	27%	5%[1.84 µM]
39	COC(=O)CSc1nc2ccccc2c(=O)n1C	0%	-3%	0%	6%	-1%
40	O=C1CCc2cc(S(=O)(=O)N3CCN(c4cccc(C(F)(F)F)c4)CC3)ccc2N1	-5%	-7%	1%	-5%	-29%
41	O=C(O)c1ccc(N/N=C2/CCSc3ccc(F)cc32)cc1	36%	-7%	?	3%	10%
42	CC1CCCC(C)N1/N=C/c1ccc(C#N)cc1 (stereo not drawn)	40%	0%	1%	11%	2%
43	Cc1cc[n+](-c2[nH]c(=O)sc2/C=N/N=C(\[O-])c2ccncc2)cc1C	1%	4%	-1%	?	0%

item	VP16 counter	ELG1 genotoxic	RORgamma inh	uPA surface inh	p53 reactivator
33	-1%	15%	-1%	-1%	14%
34	nt	-7%	nt	28%	4%
35	-1%	0%	-33%	3%	3%
36	-5%	5%	17%	10%	10%
37	20%	0%	31%	-1%	-4%
38	5%	1%	15%	-3%	-7%
39	1%	17%	-14%	-2%	-5%
40	-17%	2%	-22%	nt	-18%
41	1%	?	26%	-1%	12%
42	14%	2%	1%	0%	0%
43	-1%	-3%	-10%	1%	17%
